# Screens: PubChem BioAssay, National Center for Advancing Translational Sciences (NCATS)
# IP6K1 inhibitor: IP6K1 kinase inhibition; Q92551; IP6K1 kinase, ADP-Glo luminescence, 2 h; active compounds read low; activity change, % (series mostly up to about 58 µM); 140,000 tested, 0.81% active; in the data active = activity change below about -25%
#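 ADP-Glo luminescence measures ADP made by human IP6K1 during a 2 h RT reaction with ATP/IP6 (mix at 1.3 mM/130 uM); top library doses 57.5 and 19.1 uM final.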
# HEK293 viab: cell viability loss counter-screen. HEK-293-SNCA-luc viability, GF-AFC fluorescence, 24 h. Potency, µM (top dose mostly 57.1 µM), for the others: top-dose activity change, negative = cytotoxicity, actives largely listed as cytotoxic. 150,000 tested, 0.12% active;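 note: potency is the fitted concentration of half-maximal effect; 0% = DMSO-treated cells and -100% = medium-only wells without cells; nearly all actives have a fitted effect of over 30% in size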
#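 HEK-293-SNCA-luc cells (1500/well) plated 24 h, then exposed 24 h to a dilution series; GF-AFC added 30 min at 37C, fluorescence 405/540 nm; normalised to medium-only and DMSO wells, Hill fit.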
# Luciferase inh: inhibitors of firefly (Photinus pyralis) luciferase; 76,000 tested, 2.5% active; purified P. pyralis luciferase, luminescence, biochemical; Potency, µM (top dose mostly 115 µM), for inactives: top-dose activity change, negative = inhibition, usual class: inhibitors; P08659; note: potency is the fitted concentration of half-maximal effect; nearly all actives have a fitted effect of over 65% in size
# Target sequence (P08659 whole entry, looked up): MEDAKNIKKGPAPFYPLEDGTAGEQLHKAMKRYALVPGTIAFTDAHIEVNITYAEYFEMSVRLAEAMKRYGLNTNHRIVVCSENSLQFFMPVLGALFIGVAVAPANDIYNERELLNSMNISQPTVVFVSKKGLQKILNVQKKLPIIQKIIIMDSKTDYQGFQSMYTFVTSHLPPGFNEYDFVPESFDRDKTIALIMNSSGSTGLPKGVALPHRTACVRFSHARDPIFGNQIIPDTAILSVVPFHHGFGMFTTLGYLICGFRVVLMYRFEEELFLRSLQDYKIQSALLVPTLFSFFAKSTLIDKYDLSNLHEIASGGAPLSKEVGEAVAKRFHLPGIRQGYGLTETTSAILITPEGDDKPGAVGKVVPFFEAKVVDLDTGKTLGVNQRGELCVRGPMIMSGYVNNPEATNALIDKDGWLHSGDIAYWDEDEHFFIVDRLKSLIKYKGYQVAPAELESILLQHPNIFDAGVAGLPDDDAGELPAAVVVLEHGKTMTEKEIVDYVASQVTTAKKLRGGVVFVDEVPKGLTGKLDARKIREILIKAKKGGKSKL
#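 Inhibitors were tested against purified firefly luciferase in a biochemical, low-substrate format (both substrates at 10uM) and luminescence measured with a CCD imager.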
# GPT2 inhibitor: blocks human glutamate pyruvate transaminase 2 | Q8TD30 | Recombinant GPT2, coupled pyruvate oxidase/HRP Amplex Red fluorescence | Potency, µM (top dose mostly 57.7 µM), without a hit: top-dose activity change, negative = inhibition, most hits filed as inhibitors | 100,000 tested, 0.25% active | AID 1671188; note: potency is the fitted concentration of half-maximal effect; nearly all actives have a fitted effect of over 60% in size; many of its hits are not listed in these tables
# Target sequence (Q8TD30 whole entry, looked up): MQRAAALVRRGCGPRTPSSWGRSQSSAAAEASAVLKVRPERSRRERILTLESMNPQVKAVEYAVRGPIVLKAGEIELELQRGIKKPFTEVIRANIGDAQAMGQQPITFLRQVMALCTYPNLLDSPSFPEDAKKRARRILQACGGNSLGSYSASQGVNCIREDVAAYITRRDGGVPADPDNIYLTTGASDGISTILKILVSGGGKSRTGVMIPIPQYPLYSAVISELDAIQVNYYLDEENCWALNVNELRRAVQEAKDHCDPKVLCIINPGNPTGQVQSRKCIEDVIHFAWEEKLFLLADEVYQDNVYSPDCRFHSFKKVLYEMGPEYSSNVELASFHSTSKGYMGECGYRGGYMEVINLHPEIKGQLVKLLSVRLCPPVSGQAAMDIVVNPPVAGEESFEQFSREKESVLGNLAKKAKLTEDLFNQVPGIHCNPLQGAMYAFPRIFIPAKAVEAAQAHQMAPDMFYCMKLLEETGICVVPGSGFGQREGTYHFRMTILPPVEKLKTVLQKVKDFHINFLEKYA
#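 Recombinant GPT2 (10ng/uL) with 250uM a-KG and 2mM L-alanine, 30 min at room temperature, in HEPES pH 7.5 buffer. Pyruvate detected by pyruvate oxidase/HRP/Amplex Red fluorescence after 30 min in the dark; AOA (50uM) as positive control.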
# SNCA expr inhib: reduces expression of the alpha-synuclein gene; HEK-293 SNCA-luciferase knock-in, luminescence, 24 h; Potency, µM (titrated, usually from 57.2 µM), without a hit: at the highest dose activity change, negative = inhibition, actives largely listed as inhibitors; 140,000 tested, 0.17% active; AID 1671194;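 note: potency is the fitted concentration of half-maximal effect; plate controls were DMSO cells for no effect and cell-free wells for full effect; nearly all actives have a fitted effect of over 45% in size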
# HEK cytotox: HEK 293 cell cytotoxicity; AID 1345083; Potency, µM (highest dose often 115 µM), inactives show top-dose activity change, negative = cytotoxicity, hits mostly inhibitors; 94,000 tested, 6.6% active; HEK 293 viability, ATP luminescence (CellTiter-Glo), 48-72 h; note: potency is the fitted concentration of half-maximal effect; nearly all actives have a fitted effect of over 60% in size
#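 Pintool-delivered compounds were incubated with HEK 293 cells (250 cells/well) at 37 degree Celsius for 48 or 72 hr. ATP-dependent luminescence (CellTiter-Glo) then reported remaining viable cells.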
# NIH3T3 tox: cytotoxic compounds in NIH 3T3 cells | Potency, µM (series often up to 96.7 µM), for the others: at the highest dose activity change, negative = cytotoxicity, actives largely listed as inhibitors | AID 1345082 | NIH 3T3 viability, CellTiter-Glo ATP luminescence, 48-72 h | 94,000 tested, 4.3% active; note: potency is the fitted concentration of half-maximal effect; nearly all actives have a fitted effect of over 55% in size
#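 Mouse fibroblast NIH 3T3 cells, 400 per well, received compound via pintool and were incubated for 48 or 72 hr prior to CellTiter-Glo ATP luminescence measurement.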
# Starred values were filed as active, the others as inactive; i = inactive; ? = inconclusive; . = no result given; & = joins results of further samples; [ ] = remark or other dose. Unless noted, calls come from the whole dose curve; as a rule, active = well fitted curve in the direction sought with a large enough effect; inconclusive = small, poorly fitted or top-dose-only effect, or another doubt; inactive = no such curve, though single readings can be large; an effect the other way counts as inactive or inconclusive. Unless noted, % is set by controls: 0 for no effect and ±100 for the full control effect. Some of the compounds tested; the hit share may differ from the screen's.
SMILES,IP6K1 inhibitor,HEK293 viab,Luciferase inh,GPT2 inhibitor,SNCA expr inhib,HEK cytotox,NIH3T3 tox
Cc1ccc(C)c(N2CCN(CCCNC(=O)c3nnc(Cc4ccc(F)cc4Cl)o3)CC2)c1,7,?,.,.,?,.,.
CCOc1cc(C(=O)Nc2ccc3c(c2)n(C)c(=O)c(=O)n3C)cc(OCC)c1OCC,-2,-1%,.,.,13%,.,.
O=C(NCc1cccs1)C1CN(c2ccccc2)C(=O)N1 (stereo unspecified),9,18%[87.6 µM],5%[172 µM],0%[88.5 µM],4%[87.6 µM],-3%[172 µM],-11%[138 µM]
COc1ccc(CC(=O)NCCNC(=O)c2ccc(-c3cncnc3)cc2)cc1,-7,.,.,.,.,-10%,-23%
C=C1C(=O)O[C@@H]2/C=C(\CO)CC/C=C(/C=O)C[C@H](O)[C@@H]12,-10,?,.,i,.,.,.
COc1ccc(-c2cc(N3CCC(NC(=O)c4cc(OC)c(OC)c(OC)c4)C3)n[nH]2)cc1 (stereo unspecified),7,-6%,-24%,-20%,?,?,-19%
CCNC(=O)C1CCN(Cc2nc(-c3cccc(Oc4ccccc4)c3)oc2C)C1 (stereo unspecified),26,-5%,-9%,i[11.5 µM],18%,?,?
CC1(CNC(=O)c2nccc3ccccc23)CCOCC1,7,2%,?,i,123%[activator],2%,-2%
C=CCN(CC=C)C(=O)C1CCCN(C2CCN(C3Cc4ccccc4C3)CC2)C1 (stereo unspecified),0,-2%,0%,2%,2%,-26%,-20%
COC(=O)[C@H]1CN(C(=O)c2ccc(N(C)C)cc2)CCN1S(C)(=O)=O,-2,12%[87.6 µM],-16%[172 µM],i,15%[87.6 µM],-17%[172 µM],-23%[138 µM]
Cc1nc(SCC(=O)Nc2ccc(C)c(Cl)c2)cc(-c2ccccc2)n1,-9,1%,.,.,-10%,.,.
COc1cccc(-c2cn3c(n2)sc2cc(C(=O)NCc4ccccc4F)ccc23)c1,-3,3%,.,.,141%[activator],.,.
CCNC(=O)N[C@H]1CO[C@H]2[C@@H]1OC[C@H]2OC(=O)Nc1cccc(C(F)(F)F)c1,0,-2%[87.6 µM],7%[172 µM],-16%[88.5 µM],-6%[87.6 µM],?,-27%[174 µM]
NC(=O)c1cc[nH]c1C1CCCN(C(=O)COc2ccc(Cl)cc2)C1 (stereo unspecified),10,7%[12.5 µM],-18%,3%,36%[activator],1%,-6%
C[C@]1(CO)[C@H]2Cc3sc(NC(=O)c4c(F)cccc4F)nc3[C@@H](CC(=O)NCc3ccccc3)[C@]2(C)CC[C@H]1O,-11,11%,-7%,i,2%,?,?
COc1cc(C)c(C(=O)O[C@@H]2[C@H](O)[C@@H](CO)O[C@H]2n2ccc(=O)[nH]c2=O)c(OC)c1,-3,1%[23.9 µM],.,?,.,.,.
COc1cc(OC)c(NC(=O)N2CCCC2c2nncn2C2CCCC2)cc1Cl (stereo unspecified),-1,-3%,6%,i,?,-4%,?
O=C(O)c1ccccc1C(=O)N[C@H]1CO[C@H]2[C@@H]1OC[C@@H]2n1nnnc1Oc1ccc(-n2ccnc2)cc1,10,5%,1%,-2%,-4%,2%,-13%
COCCNS(=O)(=O)c1cccc2c1CN(C(=O)CCn1cncn1)CC2,6,-1%,9%,-10%,-4%,-7%,-1%
COc1ccc(N2CC3CCC(C2)N3Cc2ccccc2)cc1,2,10%,.,?,-6%,-22%,-13%
COCCOc1ncccc1-c1noc([C@@H]2CCCN2Cc2cccc(C#N)c2)n1,12,-13%[87.6 µM],-6%[172 µM],-3%[88.5 µM],3%[87.6 µM],?,-16%[174 µM]
COc1ccc(N2Cc3c(ncnc3N3CCN(c4ncccn4)CC3)N(C)CC2=O)cc1,-13,6%,-3%,i,2%,i,-4%
CCNC(=O)N1CCCC(n2c(C)cnc2C2CC2)C1 (stereo unspecified),-7,-25%,-10%,-6%,-11%,-17%,-5%
COc1ccc(CN2CCc3oc(C)c(C(=O)NCCN4CCCC4)c3C2)cc1,-4,-2%,2%,i,17%,-15%,-17%
OCC1CN(c2ccncn2)CC12CCN(C1CCSCC1)CC2 (stereo unspecified),43,7%[12.5 µM],-11%,2%,12%,-9%,?

# Continued:
SMILES,IP6K1 inhibitor,HEK293 viab,Luciferase inh,GPT2 inhibitor,SNCA expr inhib,HEK cytotox,NIH3T3 tox
CN(C)C(=O)c1cc(-c2ccccc2C(F)(F)F)nc2c1cnn2C,-10,.,.,.,.,2%,-2%
CCCCn1c(CCNC(=O)c2ccc(F)cc2)nc2ccccc21,-7,-18%,.,.,-2%,.,.
COc1ccc(OC)c(CNC(=O)NCc2noc3ccc(C)cc23)c1,-4,2%,.,.,6%,.,.
CN1CCCN(C(=O)c2cc(F)ccc2F)c2ccccc21,3,6%,-12%,3%,5%,-30%,?
CSCC(=O)N[C@H]1CCN2C(=O)c3cc(-c4ccsc4)ccc3NC(=O)[C@H]12,11,-6%[87.6 µM],3%[172 µM],?,5%[87.6 µM],?,-18%[174 µM]
COc1ccc(C(=O)NCC2c3cc(OC)c(OC)cc3CCN2C(=O)Nc2ccccc2F)cc1 (stereo unspecified),24,-8%,-6%,i,19%,-12%,-17%
COc1ccc(-c2ccc3c(c2)C(=O)N2CC[C@H](n4nnc(C(N)=O)c4C(N)=O)C[C@H]2C(=O)N3)c(OC)c1,-44*,-1%,-12%,?,20%,1%,-26%
COc1cccc(-c2cccc(C(=O)N3CCCC3C(=O)NCc3ccccc3F)c2)c1 (stereo unspecified),12,-14%[12.5 µM],.,i,-18%,?,?
CCC(CC)C(=O)Nc1cccc(-c2nc3ncccn3c2C)c1,32,15%,.,.,0%,.,.
COCC(=O)N[C@@H]1CN(S(=O)(=O)Cc2ccccc2)CC[C@@H]1c1nc(C)no1,71,1%,3%,-1%,-22%,-1%,1%
CCc1ccc2c(c1)c(=O)c(S(=O)(=O)c1ccccc1)cn2CC(=O)Nc1cc(C)ccc1C,13,3%,.,.,4%,.,.
CC(C)c1noc([C@H]2C[C@@H]3C(=O)NCCCCCCN(C(=O)Cc4ccccc4)[C@@H]3C2)n1,16,-10%,-1%,i,-10%,-2%,-8%
Cc1nn(-c2ccccc2)c2c1C(C)N(C1CCN(C(=O)Nc3ccc(Cl)cc3)C1)C2=O (stereo unspecified),-14,.,.,.,.,?,?
CCC(CC)c1nn2c(=O)cc(COc3ccc(NC(=O)c4ccc(Cl)cc4)cc3)nc2s1,-5,-7%,.,.,4%,.,.
O=[N+]([O-])c1ccc(CSc2ncnc3c2ncn3[C@@H]2O[C@H](CO)[C@@H](O)[C@H]2O)cc1,.,4%,.,?,17%,.,.
Cc1ccc([S+](=O)([O-])NC2CCCN(c3ccc4nnc(C)n4n3)C2)cc1 (stereo unspecified),-4,.,.,.,.,?,?
COc1ccc(-c2nc(C)nc3c2CN([S+](=O)([O-])c2cccc(C(F)(F)F)c2)CC3)cc1,-5,3%,.,i,-13%,?,-20%
CC(=O)N1CCC(Cc2ccc(C(=O)O)cc2)CC1,-16,2%,-6%,-5%,-8%,i,-1%
CNC(=O)[C@@H]1CN(C(=O)c2cccc(C)n2)C[C@H]1COC,3,2%,-9%,-2%,8%,-16%,-28%
COc1ccc(CCNC(=O)C2(c3ccc(OC)cc3)CCOCC2)cc1,-2&-2,-5%&2%,.,-14%,12%&-8%,-24%,?
Cc1nnc2ccc(NCc3ccccc3F)nn12,-1,4%,0%,-1%,50%[activator],?,?
O=S(=O)(Nc1cccc(F)c1)c1ccc2[nH]c3c(c2c1)CCCCC3,16,-15%,.,.,196%[activator],.,.
O=C(c1ccc(Cl)cc1)N1CCN(c2nccc(Nc3ccccc3F)n2)CC1,5,-1%[12.5 µM],.,3%,?,?,?
CN1Cc2cccn2CC1CNC(=O)C1(S(=O)(=O)c2ccc(Cl)cc2)CC1 (stereo unspecified),14,6%,11%,-2%,-18%,?,?
Cc1noc(C)c1[S+](=O)([O-])N1CCCC(c2nn(-c3ccc(F)cc3)c(=O)[nH]2)C1 (stereo unspecified),15,1%,-4%,i,-8%,i,-4%

# Of the compounds above, these have an aryl thioether with sulfur outside any ring.
SMILES,IP6K1 inhibitor,HEK293 viab,Luciferase inh,GPT2 inhibitor,SNCA expr inhib,HEK cytotox,NIH3T3 tox
Cc1nc(SCC(=O)Nc2ccc(C)c(Cl)c2)cc(-c2ccccc2)n1,-9,1%,.,.,-10%,.,.
O=[N+]([O-])c1ccc(CSc2ncnc3c2ncn3[C@@H]2O[C@H](CO)[C@@H](O)[C@H]2O)cc1,.,4%,.,?,17%,.,.

# Next compounds
SMILES,IP6K1 inhibitor,HEK293 viab,Luciferase inh,GPT2 inhibitor,SNCA expr inhib,HEK cytotox,NIH3T3 tox
Cc1ccccc1CN1CCc2nc(N3CCN(c4ccccn4)CC3)ncc2C1,5,-12%,.,.,-33%,.,.
O=C(Cc1c[nH]c2ncc(-c3ccccc3C(F)(F)F)cc12)NCc1cccnc1,-18,-9%[87.6 µM],1%[172 µM],-1%[88.5 µM],-10%[87.6 µM],?,?
COc1ccc(-c2nc3c(c(=O)[nH]2)CCN(C(=O)Nc2ccccc2Cl)C3)cc1,28,3%,-17%,i,-22%,?,?
COC(=O)c1ccc(C2c3c(oc4ccc(C)cc4c3=O)C(=O)N2Cc2ccc3c(c2)OCO3)cc1 (stereo unspecified),12,2%,.,.,49%[activator],.,.
CCC(=O)N1c2ccccc2CC1C(=O)NCCc1ccccc1OC (stereo unspecified),7,3%,.,.,-5%,.,.
Cc1ccc(-c2cccc(CN3CCCC(NC(=O)c4ccncc4)C3)c2)cc1Cl (stereo unspecified),-22,-24%,.,-4%,4%,?,?
Cc1ccsc1C(=O)N1CCCC(n2cc(-c3nc(C4CC4)no3)nn2)C1 (stereo unspecified),7,-2%,4%,-1%,0%,?,?
O=C(O)c1ccccc1CN1CCC2(Cc3ccccc3CNC2=O)C1 (stereo unspecified),-11,3%,.,?,0%,i,i

# Arranged by number of heavy atoms (falling): four of the compounds above.
SMILES,IP6K1 inhibitor,HEK293 viab,Luciferase inh,GPT2 inhibitor,SNCA expr inhib,HEK cytotox,NIH3T3 tox
COC(=O)c1ccc(C2c3c(oc4ccc(C)cc4c3=O)C(=O)N2Cc2ccc3c(c2)OCO3)cc1 (stereo unspecified),12,2%,.,.,49%[activator],.,.
Cc1ccc(-c2cccc(CN3CCCC(NC(=O)c4ccncc4)C3)c2)cc1Cl (stereo unspecified),-22,-24%,.,-4%,4%,?,?
Cc1ccsc1C(=O)N1CCCC(n2cc(-c3nc(C4CC4)no3)nn2)C1 (stereo unspecified),7,-2%,4%,-1%,0%,?,?
O=C(O)c1ccccc1CN1CCC2(Cc3ccccc3CNC2=O)C1 (stereo unspecified),-11,3%,.,?,0%,i,i
